Screening data deposited in PubChem by Broad Institute.
C2C12 statin: suppressors of simvastatin-induced myotoxicity in C2C12 myotubes; 330,000 tested, 0.78% active; ATP luminescence, 48 h; scaled: DMSO 0, geranylgeraniol control 100; rescue of ATP level, % at 7.49 µM;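 active = mean ATP rescue above about 67%, or every replicate alone reaching that limit, limit read from the data, passing the limit was not always enough; inconclusive = no clear call, values can overlap the other calls; inactive = mean under the limit and some replicate under it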;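 also: myotubes were challenged with 10 µM simvastatin during compound exposure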
XiGFP reactiv: reactivates the inactive X chromosome in mouse fibroblasts. XiGFP mouse fibroblasts, % GFP-positive cells imaging, 3 d; cells co-treated with 5-aza-dC sensitizer; scaled so ellipticine positive control = 100%. activation, % at 7.58 µM. 360,000 tested, 0.055% active;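 active = mean normalized replicate activation at least 10% and every replicate at or above 10%; inconclusive = only one of the two criteria met; inactive = mean below 10% and not all replicates reach 10%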;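 also: 0% = median of on-plate neutral control wells and 100% = ellipticine 6 µM median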
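Schedule: 3 d treatment, 15 min room-temperature fixation; system: 68-5-11 XiGFP fibroblast line; buffer or medium: DMEM plus 5-aza-dC sensitizer; control set: ellipticine 6 µM positive control; compound: one concentration, pinned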
Cneo AK release: causes C. neoformans cell lysis. adenylate kinase release luminescence, 4 h; normalised: neutral wells 0, clomiphene wells 100. lysis activity, % at 15 µM. 360,000 tested, 0.2% active. AID 651654;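 active = mean lysis activity across replicates of at least 80%, whatever share of replicates individually reach that level; inactive = mean lysis activity below 80%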
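Material – Cryptococcus neoformans yeast cells · Quantity – 5 × 10^6 yeast cells/mL · Buffer or medium – YPD medium · Compound – single dose · Timing – 4 h static compound exposure, 37 °C, read 1 h post-reagent · Signal – adenylate kinase release luminescence · Read-out basis – lysis from increased AK signal · Benchmarks – Clomiphene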
LGR2 inh: Drosophila LGR2 receptor signaling inhibition | 380,000 tested, 0.35% active | HEK293 LGR2, CRE-luciferase, bursicon-stimulated, 4 h | inhibition, % at 9.99 µM;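 active = drop in luminescence signal, shown as inhibition above about 50% in the replicate tests, limit read from the data, passing the limit was not always enough; inconclusive = probably only some replicates passing the limit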;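 also: agonist challenge used bursicon conditioned medium at about half maximal strength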
ERAP1 inh: inhibitors of human ERAP1 aminopeptidase | Q9NZ08 | recombinant ERAP1, Leu-AMC fluorescence, 60 min | inhibition, % at 10.7 µM | 340,000 tested, 0.15% active;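 active = mean replicate inhibition of at least 30%, or all replicates individually reaching that 30% level; inactive = mean below 30% and not every replicate reaching it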;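 also: 0% = neutral control wells and 100% = L-leucinethiol positive control wells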
S100A4 inh HTS: S100A4-myosin IIA interaction inhibition; 360,000 tested, 0.14% active; S100A4/TAMRA-MyoIIA peptide fluorescence polarization; inhibition, % at 10.7 µM;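 active = mean inhibition of at least 70% across replicates, with every replicate also reaching that level; inconclusive = mean inhibition reaches 70% but some replicates fall short; inactive = mean inhibition below 70%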
Target sequence (P26447 whole entry, looked up): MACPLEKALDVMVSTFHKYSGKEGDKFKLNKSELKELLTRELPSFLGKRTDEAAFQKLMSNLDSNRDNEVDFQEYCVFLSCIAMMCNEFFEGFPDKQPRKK
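Test system: S100A4 monomer protein; Medium: HEPES pH 7.2 with CaCl2, KCl, NaCl, DTT, Triton; Probe or stimulus: TAMRA-labelled myosin IIA heavy-chain peptide probe, 5 nM; Doses: one dose per compound; Times: polarization read 5 min after assay mix addition, stable 5–60 min; Benchmarks: neutral control DMSO, positive control TFP.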
SIRT5 block: blocks human SIRT5 desuccinylation of peptide; Q9NXA8; Purified SirT5, succinyl-peptide AMC, trypsin-coupled fluorescence; inhibition, % at 15 µM; 330,000 tested, 1.1% active; AID 652115; in the data active = inhibition above about 15%; inconclusive = no clear call, values can overlap the other calls
Target sequence (Q9NXA8 whole entry, looked up): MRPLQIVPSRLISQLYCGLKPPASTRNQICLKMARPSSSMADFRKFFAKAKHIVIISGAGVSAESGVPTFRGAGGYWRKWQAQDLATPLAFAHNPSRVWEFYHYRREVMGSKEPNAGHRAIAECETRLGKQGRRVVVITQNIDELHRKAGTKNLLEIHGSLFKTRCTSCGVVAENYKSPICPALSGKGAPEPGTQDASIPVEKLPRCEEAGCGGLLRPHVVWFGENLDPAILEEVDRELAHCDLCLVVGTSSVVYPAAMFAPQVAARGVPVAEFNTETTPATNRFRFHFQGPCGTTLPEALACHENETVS
PGC1a acetyl inh: lowers PGC1a acetylation signal in U2OS cells. AlphaScreen anti-acetyl-lysine; with virally co-expressed GCN5 acetyltransferase. inhibition, % at 15.6 µM. 350,000 tested, 0.17% active;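 active = every replicate shows inhibition of at least 40%; inconclusive = mean inhibition at least 40% but some replicate below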;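 also: 0% = neutral control wells and 100% = positive control wells; some results beyond the cut were filed as inactive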
* marks the source's active call; other numbers are inactive results; ? = inconclusive; / = no result given. This is a subset, so the mix of outcomes need not match the whole.

SMILES	C2C12 statin	XiGFP reactiv	Cneo AK release	LGR2 inh	ERAP1 inh	S100A4 inh HTS	SIRT5 block	PGC1a acetyl inh
O=C(COc1ccc2ccc(=O)oc2c1)Nc1cccnc1	8	0.0	1	12	2	-6	-11	-2
CN1C(=O)c2cc(NC(=O)c3ccc(F)cc3)ccc2OC[C@@H]2O[C@@H](CC(=O)NCC3CCCCC3)CC[C@H]21	26	0.0	40	0	1	-11	5	-17
NS(=O)(=O)c1ccc(CNC(=O)c2ccc3ccccc3n2)cc1	11	0.0	-3	-22	-2	-2	1	7
CN(C(=O)CSc1nnc(-c2ccco2)n1Cc1ccccc1)C1CCS(=O)(=O)C1 (configuration not stated)	9	0.1	-2	-14	-1	1	-1	2
CCCC(=O)Nc1nnc(SCC(=O)N2CCN(c3ccccc3)CC2)s1	12	0.0	-7	4	9	2	-4	-7
O=C1OCCC1(c1ccccc1)c1ccccc1	2	0.6	-1	-7	3	-4	-4	-15
Cc1ccc(OCC(=O)Nc2ccccc2[N+](=O)[O-])c(Br)c1	/	0.0	/	-56	-5	-8	-5	9
CC(=O)N1CCN(C(=O)c2ccc(C)c(S(=O)(=O)N3CCCCC3)c2)CC1	-14	0.1	0	-7	-2	-4	1	/
CC(=O)NCc1ccc(S(=O)(=O)N/N=C/c2ccc(N(C)C)cc2)cc1	/	0.1	/	1	-1	-2	3	/
Nc1nonc1NC(=O)CSc1ncccc1C(=O)O	-6	/	-1	-8	-8	18	-1	-4
Cc1ccc(-c2c(C(=O)N/N=C/c3ccc4c(c3)OCO4)nnn2-c2nonc2N)cc1	13	0.0	3	-4	-2	-1	-3	/
O=C(NCCS(=O)(=O)NCCc1ccccc1)c1ccc2c(c1)OCO2	/	0.0	-6	2	0	0	4	/
CC1(C)c2ccccc2-c2nc3ccccc3cc2C1O (configuration not stated)	-3	0.2	-3	-6	-1	1	1	/
CCN(CC)c1ccc(CNc2ccc3c(c2)ncn3CC)cc1	/	0.0	/	11	7	-10	-4	/
O=C(NNC(=O)c1ccncc1)Nc1ccc(Br)cc1	?	0.0	0	-59	3	-3	-2	-7
Cc1ccccc1N1CN(Cc2ccco2)CNC1=S	/	-0.1	/	-7	2	5	-3	/
COCC(=O)Nc1ccc2c(c1)[C@@H]1C[C@@H](CC(=O)N3CCCCC3)O[C@@H](CO)[C@@H]1O2	-2	-0.1	-1	-13	/	/	/	-2
O=C(C(c1ccccc1)c1ccccc1)N1CC[C@@]2(O)CCCC[C@H]2C1	2	0.1	-1	2	7	2	-1	-11
COCC(=O)N1CCC2(CC1)CN(S(C)(=O)=O)[C@@H](CO)c1[nH]c3cc(OC)ccc3c12	/	2.7	/	-20	1	-14	/	4
CCc1nc2ccc(C(=O)N3CCN(C(C)=O)CC3)cn2c1N(C)C(=O)c1cccc(OC)c1	5	-0.1	-2	7	1	-7	-3	2
CCOC(=O)c1cocc1C(=O)O	/	0.4	/	2	-4	2	-3	2
COc1ccc(C(=O)Nc2ccc3c(c2)OC[C@@H](C)N(C(C)=O)C[C@@H](C)[C@H](OC)CN(C)C3=O)cc1	-2	0.4	-3	4	1	5	-1	4
C[C@H]1CN([C@@H](C)CO)C(=O)c2cc(C#Cc3cccnc3)cnc2O[C@H]1CN(C)S(C)(=O)=O	4	-0.2	-3	8	1	-4	-5	4
Cc1ccccc1N=Nc1c(N)n[nH]c1N	6	3.0	-2	2	2	5	/	/
O=C(NCCC1=CCCCC1)C1CCCN(S(=O)(=O)c2ccc(F)cc2)C1 (configuration not stated)	-2	/	0	12	4	0	-2	/
CC(C)N(C[C@@H]1N[C@H](CO)[C@@H]1c1ccccc1)C(=O)c1ccccc1	-20	0.4	-7	2	-3	4	-3	-3
CN(CC(=O)N1CCN(c2ccccn2)CC1)S(=O)(=O)c1ccc2ccccc2c1	-6	/	2	-12	0	-2	6	-25
CC(Nc1ccc(F)cc1)=[N+](C)CCNS(=O)(=O)c1ccc(Cl)cc1	5	0.1	0	1	39*	0	1	0
CCc1nc(SCC(=O)N2c3ccccc3CC2C)c2c(C)c(C)sc2n1 (configuration not stated)	/	/	/	30	2	0	-1	/
COCCNc1ccc(S(=O)(=O)N2CCCC2)cn1	1	0.1	-2	-14	0	15	0	-8
COc1cc2c(cc1NC(=O)c1ccc(C)c([N+](=O)[O-])c1)oc1ccccc12	/	0.2	6	-7	/	/	/	-12
COc1cccc(S(=O)(=O)Nc2ccc3c(c2)C(=O)N(C)C[C@@H](OC)[C@@H](C)CN[C@H](C)CO3)c1	2	-0.1	0	-5	0	-3	-3	-6
C[C@@H]1CN([C@@H](C)CO)C(=O)Cc2cc(NS(=O)(=O)c3cccs3)ccc2O[C@H]1CN(C)C(=O)NC1CCCCC1	-18	-0.8	0	-6	1	-33	3	0
CC1CCCC(C)N1C(=O)COC(=O)Cc1ccc(Cl)cc1 (configuration not stated)	1	0.0	6	-11	-1	-6	-4	6
Cc1ccn2c(NC(=O)c3ccccc3)c(-c3ccccc3)nc2c1	3	0.0	-4	3	-3	-8	-3	-4
CC[C@H](C)[C@H]1CNC(=O)C(=O)N1CC1CCN(CC(C)C)CC1	/	-0.1	/	-2	-1	-5	-1	/
Cc1ccc(NC(=O)CSCC(=O)Nc2sccc2C#N)cc1	/	0.0	/	30	2	-3	0	/
COc1ccc(C#Cc2ccc([C@H]3[C@@H](CO)N4C(=O)CN(C(=O)C5CCOCC5)C[C@@H]34)cc2)cc1	/	0.3	/	-16	-3	6	-4	-22
O=C(Nc1cccnc1)c1cccc(F)c1	/	0.0	/	-2	4	-14	-2	/
Cn1cnnc1SCC(=O)c1ccc2c(c1)OCO2	14	/	-2	8	/	/	/	-12
Cc1ccc(S(=O)(=O)Nc2ccccc2C(=O)N2CCCCCC2)cc1	17	0.1	0	-3	-1	-4	3	/
CC(C)c1cc(N2CCOCC2)n2ncc(-c3ccccc3)c2n1	-25	0.2	-1	6	8	-1	-24	3
Cc1c(C)n2c(SCC(=O)Nc3cccc4ccccc34)nnc2[nH]c1=O	14	0.3	-5	11	-1	-8	10	-11
COCC(=O)Nc1ccc2c(c1)C(=O)N(C)[C@@H]1CC[C@H](CC(=O)NCCc3ccccc3)O[C@H]1CO2	7	0.2	49	3	-2	-3	2	-12
O=S(=O)(Cc1ccc(Cl)cc1)C1CCCCC1O (configuration not stated)	/	0.1	/	16	/	1	-5	/
O=C(Oc1ccc(C(=S)N2CCOCC2)cc1Br)c1ccccc1F	149*	0.4	0	4	/	/	/	-7
CCCOC(=O)c1c(-c2ccc(C)cc2C)csc1NC(=O)C1C2CCC(O2)C1C(=O)O (configuration not stated)	/	-0.1	-1	5	4	11	3	/
COc1ccc(-c2ccc(=O)n(Cc3cccc(Cl)c3)n2)cc1	13	0.0	5	-12	0	3	0	-16
CCOC(=O)C1(Cc2cccc(OC)c2)CCN(CC2CC=CCC2)CC1 (configuration not stated)	/	1.3	/	22	0	-4	-3	-5
S=c1nc2ccccc2c2nc(-c3ccccc3Br)[nH]n12	1	0.0	0	3	-3	1	-5	/
COc1ccc(S(=O)(=O)N2CCC(C(=O)NCCN3CCOCC3)CC2)cc1C	-9	0.0	3	-8	-1	0	7	5
N#C[C@@H]1[C@H](c2ccc(C3=CCCC3)cc2)[C@H](CO)N1C(=O)Nc1ccccc1F	-7	-0.1	-2	-2	-2	-6	-2	8
COc1ccc(C(=O)O)cc1S(=O)(=O)NC1CCN(Cc2ccccc2)CC1	8	0.1	0	/	-1	3	/	9
CCn1cc(C(=O)NCC2CCCO2)c(=O)c2cc(S(=O)(=O)N(C)C)ccc21 (configuration not stated)	-2	0.5	0	-9	-2	9	/	8
CCCOC(=O)c1ccc(NC(=O)c2cc(=O)[nH]c3ccccc23)cc1	/	-0.1	/	-8	-3	1	-1	10
C=CCN1C(=O)c2ccc(C(=O)N(C)CC(=O)Nc3ccccc3C(F)(F)F)cc2C1=O	2	0.1	-1	-12	0	-1	-3	0
Cc1ccc(OCCNC(=O)CNC(=O)c2ccc(Cl)c([N+](=O)[O-])c2)cc1	-24	-0.1	2	-3	-2	3	1	9
COc1cc(NC(=O)C2CCCN(S(=O)(=O)c3ccc4c(c3)CCCN4C(C)=O)C2)cc(OC)c1 (configuration not stated)	3	0.1	/	4	-3	-7	0	-16
O=C1CN(S(=O)(=O)Cc2ccccc2)C[C@H]2[C@H](c3ccc(C#Cc4cccc(F)c4)cc3)[C@H](CO)N12	/	0.1	/	-1	1	-1	-5	-20
Cc1nc(CNS(=O)(=O)c2ccc3ccccc3c2)cs1	16	-0.1	-1	-15	-1	5	-1	/

6 entries already listed, sorted by molecular weight, ascending:
SMILES	C2C12 statin	XiGFP reactiv	Cneo AK release	LGR2 inh	ERAP1 inh	S100A4 inh HTS	SIRT5 block	PGC1a acetyl inh
Cc1nc(CNS(=O)(=O)c2ccc3ccccc3c2)cs1	16	-0.1	-1	-15	-1	5	-1	/
COc1ccc(-c2ccc(=O)n(Cc3cccc(Cl)c3)n2)cc1	13	0.0	5	-12	0	3	0	-16
CCOC(=O)C1(Cc2cccc(OC)c2)CCN(CC2CC=CCC2)CC1 (configuration not stated)	/	1.3	/	22	0	-4	-3	-5
N#C[C@@H]1[C@H](c2ccc(C3=CCCC3)cc2)[C@H](CO)N1C(=O)Nc1ccccc1F	-7	-0.1	-2	-2	-2	-6	-2	8
O=C(Oc1ccc(C(=S)N2CCOCC2)cc1Br)c1ccccc1F	149*	0.4	0	4	/	/	/	-7
COc1ccc(S(=O)(=O)N2CCC(C(=O)NCCN3CCOCC3)CC2)cc1C	-9	0.0	3	-8	-1	0	7	5

Additional compounds
SMILES	C2C12 statin	XiGFP reactiv	Cneo AK release	LGR2 inh	ERAP1 inh	S100A4 inh HTS	SIRT5 block	PGC1a acetyl inh
COc1ccccc1CNC(=O)C[C@@H]1C[C@H]2c3cc(NC(=O)Nc4ccc(C(F)(F)F)cc4)ccc3O[C@H]2[C@@H](CO)O1	-8	0.0	-3	8	2	-5	3	-21
CCCCc1c(-c2ccccc2OC)ncn1CCc1ccc(OC)cc1	/	0.4	/	31	2	-13	9	/
O=c1ccc2ccc(OCCOc3cccc(Cl)c3)cc2o1	9	-0.1	1	-19	-3	9	-7	-46
O=C(C[C@H]1CC[C@H]2[C@@H](COC[C@H](O)CN2Cc2cc(F)cc(F)c2)O1)NC1CCC1	5	0.0	-4	-4	1	4	-2	-3
O=C(N/N=C/c1cccc(O)c1)c1ccc2c(c1)OCCO2	1	0.2	-6	13	2	4	2	-2
COc1ccccc1N(CCC#N)C(=O)CSc1nnc2ccccn12	-2	0.0	1	-4	3	-13	6	5
CCCCNC(=O)C1CCN(S(=O)(=O)N2CCOCC2)CC1	-2	0.0	2	6	1	2	-7	8
O=C1CCC(C(=O)OCC(=O)N2N=C3/C(=C\c4ccccc4)CCCC3C2c2ccccc2)N1 (configuration not stated)	-1	0.1	1	12	2	-1	/	-6
